Source: PubChem BioAssay
AmpC no deterg: inhibitors of E. coli AmpC beta-lactamase without detergent; AmpC nitrocefin hydrolysis, absorbance 480 nm, 0.0001% Triton; Potency, µM (doses to about 57.1 µM), for inactives: at the highest dose activity change, negative = inhibition, usual class: inhibitors; AID 485341; hit rate 0.52% among 330,000;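 further: potency means the concentration at half of the fitted maximal effect; plate controls were no compound for no effect and no enzyme for full effect; nearly all actives have a fitted effect of over 20% in size; some results filed as inactive show a strong effect at the top dose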
Target sequence (P00811 whole entry, looked up): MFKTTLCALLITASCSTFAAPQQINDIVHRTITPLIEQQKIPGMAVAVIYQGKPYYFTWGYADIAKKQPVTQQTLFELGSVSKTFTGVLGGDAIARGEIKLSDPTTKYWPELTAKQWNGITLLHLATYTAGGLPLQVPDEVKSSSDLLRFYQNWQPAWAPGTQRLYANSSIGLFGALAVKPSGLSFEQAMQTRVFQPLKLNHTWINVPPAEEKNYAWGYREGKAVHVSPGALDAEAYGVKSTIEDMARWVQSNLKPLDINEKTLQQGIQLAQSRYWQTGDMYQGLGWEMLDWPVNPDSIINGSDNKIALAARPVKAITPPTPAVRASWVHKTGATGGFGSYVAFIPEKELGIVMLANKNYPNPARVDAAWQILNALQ
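AmpC (5.3 nM in the dispensed reagent) in 20 mM phosphate pH 7.0 with 0.01% (detergent screen) or 0.0001% Triton X-100 was preincubated with compounds for 15 min at room temperature. Nitrocefin was then added from an 800 uM solution, and hydrolysis was followed at 480 nm.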
HCMV antiviral: human cytomegalovirus inhibition; activity change, negative = inhibition, % at 57.5 µM; HFF cells, HCMV-luciferase reporter, 72 h; stronger effect = lower value; hit rate 4.5% among 410,000; AID 1259415; in the data active means activity change below about -60%; inconclusive means no clear call, values can overlap the other calls; inactive means above about -39%; further: on the % scale 0 is the no-effect control and ±100 the full control effect
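HFF cells seeded 16 h at 37C, treated with compounds, infected with luciferase-reporter HCMV at MOI 1 PFU/cell; luciferase read at 72 h post infection, normalized to buffer-only and Salinomycin controls.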
AMA1 RON2 block: AMA1-RON2 (P. falciparum) interaction inhibition; hit rate 0.2% among 360,000; Potency, µM (series often up to 58.2 µM), for the others: at the top dose activity change, negative = inhibition, usual class: inhibitors; AlphaScreen AMA1-biotinylated RON2 peptide binding;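 further: potency means the concentration at half of the fitted maximal effect; 0% = vehicle wells and -100% = peptide control; nearly all actives have a fitted effect of over 45% in size; some results filed as inactive show a strong effect at the top dose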
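AMA1 (3D7) with his tag at 25 nM final met compounds first, then biotinylated RON2 peptide at 25 nM; detection used donor plus acceptor beads, 10 µg/mL apiece, read by AlphaScreen after 30 min at room temperature.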
CHX counter: affects cycloheximide protein synthesis inhibition readout, counter-screen; max response, %; hit rate 12% among 300,000; cell reporter, cycloheximide protein synthesis inhibition counterscreen; in the data active means max response mostly above about 13%, no sharp cut-off; inactive means mostly below about 14%; further: read at 38.3 µM for the half of the compounds with a filed dose; 0% is about no effect
Shiga toxin inh: blocks Shiga toxin action in Vero cells; Vero cells, Shiga toxin protein synthesis inhibition reporter; inhibition, % at 38.7 µM; hit rate 9.2% among 290,000; AID 2315; in the data active means inhibition mostly above about 28%, no sharp cut-off; inactive means mostly below about 43%; further: 0% is about no effect
Giardia FBPA inh: blocks Giardia fructose-bisphosphate aldolase activity | A8B2U2 | purified Giardia FBPA | Potency, µM (doses to about 59.6 µM), for inactives: top-dose activity, negative = inhibition, actives largely listed as inhibitors | hit rate 0.71% among 290,000 | AID 2451; further: potency means the concentration at half of the fitted maximal effect; on the % scale 0 is the no-effect control and ±100 the full control effect; nearly all actives have a fitted effect of over 55% in size
Target sequence (A8B2U2 whole entry, looked up): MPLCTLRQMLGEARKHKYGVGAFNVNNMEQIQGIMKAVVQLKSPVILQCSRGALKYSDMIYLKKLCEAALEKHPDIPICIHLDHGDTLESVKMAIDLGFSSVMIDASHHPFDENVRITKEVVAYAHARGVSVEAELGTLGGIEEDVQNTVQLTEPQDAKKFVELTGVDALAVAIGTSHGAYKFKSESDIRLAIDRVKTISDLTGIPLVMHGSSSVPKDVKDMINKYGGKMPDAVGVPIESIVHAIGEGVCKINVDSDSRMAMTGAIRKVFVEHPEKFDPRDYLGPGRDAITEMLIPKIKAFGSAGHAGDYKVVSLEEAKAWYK
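Giardia FBPA (40 nM reagent) was preincubated 10 min at RT with compound (up to 57.5 uM final), then substrate plus GAPDH/TPI/NAD/arsenate coupling system with diaphorase/resazurin was added; resorufin fluorescence (525/598 nm) was read after 20 min.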
AmpC inh detg: blocks E. coli AmpC beta-lactamase in detergent assay. P00811. AmpC hydrolysis of nitrocefin, absorbance 480 nm, 0.01% Triton. Potency, µM (titrated, usually from 114 µM), for inactives: top-dose activity change, negative = inhibition, most hits filed as inhibitors. hit rate 0.041% among 370,000. AID 485294;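 further: potency means the concentration at half of the fitted maximal effect; 0% = no-compound wells and -100% = no-enzyme wells; nearly all actives have a fitted effect of over 25% in size; some results filed as inactive show a strong effect at the top dose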
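AmpC (5.3 nM in the dispensed reagent) in 20 mM phosphate pH 7.0 with 0.01% (detergent screen) or 0.0001% Triton X-100 was preincubated with compounds for 15 min at room temperature. Nitrocefin was then added from an 800 uM solution, and hydrolysis was followed at 480 nm.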
* marks the source's active call; other numbers are inactive results; ? = inconclusive; / = no result given; & = joins results of further samples; [ ] = another dose, or the depositor's remark. Unless noted, the call rests on the fitted dose curve; in most records, active means well fitted curve in the direction sought with a large enough effect; inconclusive means small, poorly fitted or top-dose-only effect, or another doubt; inactive means no such curve, though single readings can be large; an effect the other way counts as inactive or inconclusive.

SMILES	AmpC no deterg	HCMV antiviral	AMA1 RON2 block	CHX counter	Shiga toxin inh	Giardia FBPA inh	AmpC inh detg
COc1cccc2c1OC1(C)CC2N(C(=O)c2ccco2)C(=S)N1c1ccc(F)cc1 (stereo unspecified)	1.2%	88.1	-5.9%	-4.8	-20.1	-10.5%	-14.0%
O=C(Cn1c(CO)nc2ccccc21)NCc1ccc2c(c1)OCO2	-2.7%	-18.4	0.0%	-1.4	-6.7	0.0%	6.0%
CCCCC1CCC(C(=O)OCC(=O)N(CCOC)c2c(N)n(Cc3ccccc3)c(=O)[nH]c2=O)CC1 (stereo unspecified)	46.6%	-14.6	-3.3%	/	/	/	-1.5%
Cc1cccc(/C=N/NC(=O)C2CCCNC2=O)c1 (stereo unspecified)	-10.4%	20.2	-1.7%[2.32 µM]	-1.2	13.0	4.4%	-6.1%
COC(=O)/C=C/c1ccc(C(=O)NCC(=O)N[C@@H](CCC(=O)OC)C(=O)N[C@@H](CC(C)C)C(N)=O)cc1	/	/	/	-0.3	-5.3	1.3%	/
C/C(=N/Nc1nc(C)cc(-c2ccccc2)n1)c1ccco1	-5.9%	41.7	7.8%	20.8*	56.0	-3.5%	-10.7%
O=C(c1cccnc1)N(Cc1ccccc1)c1ccccc1	0.8%	20.7	30.6%[activator]	0.2	-13.1	3.8%	?
COC(=O)c1nc2n(n1)C(c1ccc(OC)c(OC)c1)C(C(=O)OC1CCCCC1)=C(C)N2 (stereo unspecified)	10.0%	-0.5	-7.7%	11.3	-4.0	-3.0%	-2.4%
O=C(CCN1C(=O)c2ccccc2C1=O)NC(=S)Nc1cccc(Cl)c1	-45.7%	-11.6	112.6%[activator]	-1.2	-10.7	-2.9%	-4.6%
O=C(NNC(=O)c1ccco1)c1ccccc1	-23.7%	-5.4	3.6%	19.3*	18.6	0.4%	1.3%
CCOC(=O)c1nnsc1N	-11.7%	16.1	11.3%	-1.4	-5.4	-3.2%	-17.3%
CCCC1Cc2nc(Cl)c(C#N)cc2CO1 (stereo unspecified)	-35.1%	-20.3	1.5%	-1.6	-10.0	-0.8%	2.8%
O=c1cc(CSc2ccccc2)[nH]c(=S)[nH]1	-20.8%	8.0	107.3%[activator]	-3.3	-6.1	-21.5%	?
CN1CCN(C2=C(Cl)C(=O)N(CCc3ccccc3)C2=O)CC1	19.7%	-68.4*	-3.5%	48.3*	39.8*	-1.2%	-9.1%
COc1ccc(-c2cn(Cc3ccc(C(N)=O)cc3)c(-c3ccncc3)n2)cc1	11.7%	92.9	-7.8%	/	/	/	-10.5%
COc1ccc(-c2cc(=O)oc3cc(OC(C)C(=O)NCC4CCC(C(=O)O)CC4)ccc23)cc1 (stereo unspecified)	-15.9%	5.3	6.0%	-2.3	-4.7	3.6%	?
CCCCNC(=S)NNC(=O)CCn1cc(C)cn1	-7.1%	-26.6	27.9%[11.6 µM]	-0.9	-8.5	-0.3%	?
Cc1ccc([N+](=O)[O-])cc1NC(=O)Cc1ccc(F)cc1	-13.0%	-20.4	2.3%	-5.0	-10.5	4.1%	0.3%
COc1cccc(NC(=O)CN(c2cccc(F)c2)S(C)(=O)=O)c1	-19.1%	-13.2	-2.0%	-1.9	-4.3	-1.0%	1.7%
CC1(C)CC[C@]2(CO)CC[C@]3(C)C(=CCC4[C@@]5(C)CC[C@H](O)[C@@](C)(CO)C5CC[C@]43C)[C@@H]2C1 (stereo partly specified)	-23.5%	-18.0	3.9%	/	/	/	/
CCc1ccc(-c2cc(C)no2)cc1S(=O)(=O)N1CCN(c2cccc(C)c2C)CC1	-8.3%	-7.6	-9.9%	7.7	-6.3	/	-3.2%
COCCn1c(SCc2cnc(-c3ccccc3)s2)nnc1-c1ccncc1	38.7%	-7.4	-6.2%	5.4	-4.3	1.9%	-7.4%
Cc1nn(Cc2c(F)c(F)c(F)c(F)c2F)c(C)c1NC(=O)c1ccc(COc2ccccc2Cl)o1	146.8%[activator]	-65.9*	2.8%	-3.0	21.2	-3.2%	-3.0%
C/C(=N\NS(=O)(=O)c1ccc(C)cc1)c1ccc(C)o1	-45.3%	30.8	-6.0%	-1.8	-8.6	4.1%	-1.4%
COC(=O)c1ccccc1NC(=O)CN1CCCCC1	-17.7%	-18.9	-7.9%	-2.0	-8.2	6.8%	-4.8%
CCn1nc(C)cc1C(=O)N1CCCC(C(=O)c2ccc(Oc3ccccc3)cc2)C1 (stereo unspecified)	279.5%[activator]	-7.1	-10.9%	-2.7	-5.4	/	2.7%
NS(=O)(=O)c1ccc(CCNCC(=O)N2CCC(Cc3ccccc3)CC2)cc1	92.1%[activator]	-61.2*	-16.8%	-2.0	-5.7	?	-3.3%
COc1ccc(-c2ccc(SCC(=O)Nc3cccc(C(C)=O)c3)nn2)cc1OC	83.3%[activator]	115.9	6.3%	40.3*	96.5*	-0.3%	-6.2%
Cc1n[nH]c(C)c1S(=O)(=O)Nc1ccc2c(c1)OCCO2	-15.7%	-20.0	-0.3%	51.5*	35.8*	-17.6%	-2.6%
CCC(Oc1ccccc1)C(=O)Nc1ccccc1C(=O)N1CCOCC1 (stereo unspecified)	-4.3%	50.4	18.1%	-2.7	20.0	/	4.9%
Cc1ccnc(NC(=O)CCCOc2cc(=O)n(C)c3ccccc23)c1	11.0%	-101.3*	9.2%&7.3%	16.0*	63.3	-3.0%	-4.1%
COC(=O)[C@@]1(Cc2ccc(F)cc2)[C@H]2c3cc(C(=O)N(C)C)n(CCO)c3C[C@H]2CN1C(=O)c1ccccc1	/	-18.8	-2.6%	/	/	2.8%	/
CCOCCCNC(=O)CC1Oc2ccc(C)cc2NC1=O (stereo unspecified)	-0.9%	?	4.8%	-2.4	-2.8	2.2%	?
S=C(Nc1cccc(Cl)c1)N1CCN(c2ccccn2)CC1	-27.0%	-34.0	-1.4%	9.1	-5.3	5.6%	-4.0%
COc1ccc(CC(=O)N(CCC2=CCCCC2)c2c(N)n(Cc3ccccc3)c(=O)[nH]c2=O)cc1OC	146.6%[activator]	-29.4	-8.1%	/	/	/	-1.4%
CC1CCN(S(=O)(=O)c2ccc(C(=O)Nc3ccccn3)cc2)CC1	-6.3%	-27.2	2.9%	/	/	/	-9.7%
Cc1ccc(-n2nc(C)c3c(C)c(CCC(=O)NCCCOC(C)C)c(C)nc32)cc1	34.0%[activator]	?	22.3%	-3.6	-9.8	-3.7%	-0.1%
CCOC(=O)C(O)(c1ccc(N(CC)C(=O)OC)cc1)C(F)(F)F (stereo unspecified)	15.6%	14.7	0.1%	-1.5	-10.5	5.5%	1.9%
CN1/C(=C\C(=O)COC(=O)c2ccc(O)c(O)c2)C(C)(C)c2ccccc21	-39.1%	-78.6*	15.3%	-3.5	-4.0	-13.7%	-10.6%
Cc1cccc(OCC(=O)O/N=C(\N)c2ccc(Cl)cc2)c1	-34.0%	/	-16.4%	-3.5	-6.8	-15.9%	-3.9%
COc1ccc(OCC(=O)NC(=S)NNC(=O)COc2ccc(Br)cc2Cl)cc1	-33.8%	8.1	50.9%[activator]	1.6	14.7	-15.7%	0.0%
C=CCN(C(=O)CNS(=O)(=O)c1ccccc1)C(C(=O)NCCOC)c1cccnc1 (stereo unspecified)	-5.0%	?	-0.7%	-3.4	-6.9	-0.1%	?
CN(CCCC1CCCC1)C(=O)CCc1nnc(-c2ccccc2)o1	94.3%[activator]	-10.3	-10.4%	32.3*	53.3*	9.1%	-5.0%
CSc1nnc(C)c(=O)[nH]1	1.7%	23.6	-2.0%	4.8	-2.3	-1.0%	?
COc1ccc(S(=O)(=O)NC2CCSc3ccccc32)cc1NC(C)=O (stereo unspecified)	-2.5%	21.8	-2.4%	11.0	16.3	-0.9%	4.1%
Cc1ccc(SCC(=O)NCc2cccnc2)cc1	-6.5%	17.6	11.6%	2.0	-1.1	0.0%	2.1%
COc1ccc(CC(=O)NCc2n[nH]c(=S)n2-c2cccc(C)c2)cc1	-19.5%	-14.1	47.7%[activator]	5.6	-16.6	-10.2%	1.2%
Cc1ccc(NC(=O)COC(=O)CC2SC(N3CCCC3)=NC2=O)cc1 (stereo unspecified)	-11.3%	0.0	-2.0%	/	/	/	-5.1%
COCCSc1ccccc1C(=O)Nc1ccc(Br)cc1	-11.9%[2.29 µM]	?	-1.2%	2.0	12.1	-15.0%	-4.3%
COc1ccc(NC(=O)C2CCN(c3ncnc4c3nc3n4CCCCC3)CC2)c(OC)c1	38.0%[activator]	-21.5	0.0%	-7.0	0.9	11.7%	?
O=C(c1ccc2c(c1)OCO2)C1CCCN(C(=O)NCc2ccccc2)C1 (stereo unspecified)	-24.4%	?	-7.7%	6.5	7.2	4.9%	0.9%
COc1cccc(-n2nnc3c(=O)n(Cc4ccc(Br)cc4)cnc32)c1	-23.2%	33.8	5.9%	0.3	27.7	4.6%	-6.7%
CCCSc1nnc(NC(=O)c2nc(SC)ncc2Cl)s1	-35.1%	?	28.6%	-1.3	-6.4	3.4%	0.5%
Cc1ccc(NC2CCCN(C(=O)c3cn4cccc(C)c4n3)C2)cc1C (stereo unspecified)	25.0%	?	4.6%	-2.4	-7.6	/	-1.7%
COc1ccc(/C=C2\SC(=Nc3ccccc3OC)NC2=O)cc1	-32.1%	4.0	14.1%	20.4*	68.5	-0.2%	-4.1%
CC(=O)Nc1cccc(-c2csc(Nc3cc(C)ccn3)n2)c1	-4.9%	-23.5	-5.4%	41.4*	126.6*	-11.3%	-6.5%
Cc1ccc2[nH]c(C(=O)N3CCN(C=O)CC3)cc2c1	-14.7%	38.3	-4.9%	-0.4	20.0	15.4%	-1.5%
CCO[C@H]1OC(C(=O)N2CCCCCCC2)=C[C@@H](c2ccccc2)[C@@H]1CCCO	111.9%[activator]	1.6	4.1%	-0.5	-10.5	0.0%	6.3%
Oc1cc(-n2cccn2)c(O)cc1-n1cccn1	-25.2%	-11.4	67.2%[activator]	37.0*	70.1*	?	-7.2%
C[N+]1(CCCOC(=O)C2(c3ccccc3)CCCC2)CCOCC1	1.1%	-27.2	-1.6%	-1.5	-2.1	2.6%	-11.3%

A few values from above.
In AMA1 RON2 block, `Cc1ccc(NC2CCCN(C(=O)c3cn4cccc(C)c4n3)C2)cc1C` (stereo unspecified) shows 4.6%
In CHX counter, `COc1ccc(S(=O)(=O)NC2CCSc3ccccc32)cc1NC(C)=O` (stereo unspecified) shows 11.0
In AMA1 RON2 block, `Cc1ccc(SCC(=O)NCc2cccnc2)cc1` shows 11.6%
